# NCI-60 one-dose screen, 48 h, at 10 µM unless noted. Numbers give growth in % (100 = growth as untreated, 0 = no growth, -100 = all killed).
# IGROV1 – IGROV1 ovarian cancer. 4.7% of 79,000 active. AID 1794786
# NCI-H226 – NCI-H226 lung cancer; 3.5% of 79,000 active; AID 1794732
# NCI-H522 – NCI-H522 lung cancer | 8% of 78,000 active | AID 1794739
# NCI-H322M – NCI-H322M lung cancer. 2.7% of 80,000 active
# SK-OV-3 – SK-OV-3 ovarian cancer cells | 3.2% of 80,000 active | AID 1794785
# NCI-H460 – NCI-H460 lung cancer; 6.8% of 82,000 active; AID 1794736
# NCI-H23 – NCI-H23 lung cancer; 4% of 80,000 active; AID 1794731
# COLO 205 – COLO 205 colon cancer | 7.3% of 79,000 active | AID 1794742
# NCI/ADR-RES – NCI/ADR-RES ovarian cells; AID 1794790; 4.4% of 81,000 active
# * = called active by the depositor; . = no result given; & = joins results of further samples. How the source made its calls: active means growth percent below 10; inactive means the rest.
SMILES,IGROV1,NCI-H226,NCI-H522,NCI-H322M,SK-OV-3,NCI-H460,NCI-H23,COLO 205,NCI/ADR-RES
COc1ccc(C(=O)CSc2nc3[nH]c(=O)n(C)c(=O)c3[nH]2)cc1,103,.,93,103,104,104,100,117,103
COc1cccc(C(=O)NNC(=O)C(=O)Nc2ccc(C)c(Cl)c2)c1,103,.,89,91,.,89,95,90,97
COc1ccc(-n2c(SCc3cc(OC)c(OC)c(OC)c3)nc3ccc(C)cc3c2=O)c(OC)c1,36,.,.,28,45,4.6*,18,-4.2*,1.4*
CC1Cc2c(N(C)C)ncnc2N2CCc3cccc1c32 (centres undefined),102,103,96,93,108,106,108,126,120
CC(C)C(C(=O)CCN(C)C)c1ccc(Cl)cc1 (centres undefined),105,95,74,99,85,104,103,106,106
CCOC(=O)c1cnc2ccc(OC)cc2c1NCc1ccccc1,101,.,131,100,109,96,106,96,94
Oc1ccc2nc3nc4ccc[nH]c4cc3c2c1,93,87,90,.,99,99,90,104,100
CCN(CC)CCOC(=O)N1c2ccccc2Sc2ccccc21,94,95,69,90,98,103,104,.,96
O=C(Nc1cccc(C2=NCCN2)c1)c1ccc(-c2ccc(C(=O)Nc3cccc(C4=NCCN4)c3)cc2)cc1,89,84,60,94,111,38,73,44,104
COc1ccc2c(ccc3c(C(=O)/C=C/c4ccc(N(C)C)cc4OC)cc(C(=O)c4ccc(Br)cc4)n32)c1,103,91,101,96,99,104,107,106,113
O=C1C(=O)c2ccccc2C(O)=C1C1=C(O)c2ccccc2C(=O)C1=O,83,94,98,98,86,105,95,115,91
COc1ccc2c(c1)c(-c1nonc1-c1cn(C3O[C@H](COC(C)=O)[C@@H](OC(C)=O)[C@H](OC(C)=O)[C@H]3OC(C)=O)c3ccc(OC)cc13)cn2C1O[C@H](COC(C)=O)[C@@H](OC(C)=O)[C@H](OC(C)=O)[C@H]1OC(C)=O (some centres undefined),96,93,80,96,97,105,105,105,110
CCCCNC(=O)NS(=O)(=O)c1ccc(CCl)cc1,110,91,102,106,108,102,117,118,115
O=S(=O)(C/C(=N/O)c1ccc(Cl)cc1)c1ccccc1,103,87,99,97,113,106,105,.,109
O=S1(=O)CCN(C2CCCCCCC2)CC1,107,107,103,100,107,102,102,115,103
COc1cc(F)c(-c2nc3c(C)cccc3[nH]2)c(F)c1,98,98,61,94,110,104,101,120,103
C/C(=C\CCc1ccoc1)CC/C=C(\C)CCCN1CCN(CCO)CC1,96,100,120,93,103,101,108,100,94
O=C1c2ccccc2C(=O)N1CNc1cccc(NCN2C(=O)c3ccccc3C2=O)c1,99,107,107,95,106,103,100,99,103
CCCCCCN1C(=O)C2C/C(=C\N(C)C)C(=O)N2C1N(C)C (centres undefined),95,102,87,90,102,103,98,106,93
CCOC(=O)C(=O)c1ccccc1,108,103,89,103,107,108,108,111,107
O=C1/C(=C/c2ccccc2Cl)CCc2ccccc21,97,106,.,101,116,104,102,115,102
C[N+]1(C)C2CC[C@@H]1CC(OC(=O)C(O)c1ccccc1)C2 (some centres undefined),103,85,110,98,117,119,96,129,103
COc1cc2c(c(OC)c1OC)C1(NCC2)C(=O)N(Cc2ccc(C)cc2)c2ccccc21 (centres undefined),89,91,81,91,107,102,107,113,101
O=C(Cc1c(-c2cccc([N+](=O)[O-])c2)n(-c2ncnc3c2c(-c2ccccc2)c(-c2ccccc2)n3Cc2ccccc2)[nH]c1=O)c1ccc(Cl)c(Cl)c1,34,39,7.2*,79,72,34,16,60,52

# An excerpt of these results, tab-delimited.
Structure	IGROV1	NCI-H226	NCI-H522	NCI-H322M	SK-OV-3	NCI-H460	NCI-H23	COLO 205	NCI/ADR-RES
O=C1c2ccccc2C(=O)N1CNc1cccc(NCN2C(=O)c3ccccc3C2=O)c1	99	107	107	95	106	103	100	99	103
O=S1(=O)CCN(C2CCCCCCC2)CC1	107	107	103	100	107	102	102	115	103

# Full records, looked up by structure. Order of screens: IGROV1, NCI-H226, NCI-H522, NCI-H322M, SK-OV-3, NCI-H460, NCI-H23, COLO 205, NCI/ADR-RES
# COc1cc2c(c(OC)c1OC)C1(NCC2)C(=O)N(Cc2ccc(C)cc2)c2ccccc21 (centres undefined) is listed with 89, 91, 81, 91, 107, 102, 107, 113, 101
# O=C(Cc1c(-c2cccc([N+](=O)[O-])c2)n(-c2ncnc3c2c(-c2ccccc2)c(-c2ccccc2)n3Cc2ccccc2)[nH]c1=O)c1ccc(Cl)c(Cl)c1 is listed with 34, 39, 7.2*, 79, 72, 34, 16, 60, 52

# (more compounds)
SMILES,IGROV1,NCI-H226,NCI-H522,NCI-H322M,SK-OV-3,NCI-H460,NCI-H23,COLO 205,NCI/ADR-RES
N#C/C(Sc1nc2sc3c(c2c(=O)n1Cc1ccccc1)CCCC3)=C1/SC=C(c2ccc(Cl)cc2)N1c1ccccc1,38,106,90,85,89,91,87,104,83
c1ccc2c(c1)Cc1cc3ccccc3nc1-2,91,100,102,113,99,97,94,102,107
CCCCCCCCCCCCCCCC(=O)NCCO,98,103,91,90,102,106,.,124,103
O=c1[nH]c(=O)c2cc3ccccc3nc2[nH]1,122,100,124,119,117,111,106,114,106
O=C(O)/C=C\C(=O)Nc1ccc(C(=O)O)c(O)c1,107,102,97,123,106,107,111,105,114
Cc1ccccc1NC(=S)NC(=O)c1ccccc1,106,100,94,91,99,98,83,92,104
CC1(c2ccc(F)cc2)OC(=O)c2c1ccc1ccccc21 (centres undefined),104,103,83,90,99,101,98,106,95
CC1(C)C(=O)/C(=C\c2ccccc2[N+](=O)[O-])C[C@]2(C)[C@H]3CC[C@@H]4[C@@H](C(=O)/C=C/c5ccccc5[N+](=O)[O-])CC[C@@]4(C)[C@]3(C)CC[C@@H]12,100,77,88,101,113,97,91,110,94
Cc1c(Cn2c(C)nc3c(C(=O)O)cc(N4CCOCC4)cc32)cccc1C(F)(F)F,114,114,63,99,96,102,105,108,62
CSc1nn2c(-c3cc4ccccc4oc3=O)ccnc2c1C#N,77,87,94,97,87,101,89,112,102
C/C(=N/NC(N)=S)c1ccc(Nc2nc(SCC(C)C)nc(-c3ccc(F)cc3)c2C#N)cc1,21,-17*,34,31,29,-62*,.,17,-15*
C1=C\CCC2OC2CC/1 (centres undefined),107,100,80,122,109,108,108,114,104
N#Cc1c(-c2ccccc2)cc(-c2ccccc2)n(CCCC(=O)O)c1=O,99,101,.,95,105,103,91,109,100
CCOC(=O)C(CC)C(=O)c1cccnc1 (centres undefined),122,100,91,124,121,107,97,113,102
COc1ccc2oc(=O)cc(-c3c(C#N)c(N)n4nc(N)c(C#N)c4c3C#N)c2c1,94,95,80,97,93,101,102,108,104
c1cc2c3c(ccc4c3c1CCC4)CCC2,96,101,78,112,111,112,106,114,107
Clc1ccc(N=Cc2ccccc2)cc1,103,102,96,102,93,109,102,98,103
Cc1n[nH]c2ccc(Br)cc2c1=O,100,97,84,99,99,110,98,106,110
CCN(CC)c1ccc2c(cc1=O)[C@@H](NC(C)=O)CCc1cc(OC)c(OC)c(OC)c1-2,28,51,-39*,31,24,3.4*,49,-63*,86
O=C(O)c1ccc(NC(C(=O)c2ccccc2)c2ccccc2)cc1 (centres undefined),98,.,88,104,105,108,100,100,105
CCc1cc(C)cc(NC(=O)OC2CCCCC2C)c1 (centres undefined),80,107,78,93,112,105,87,110,86
CCCCC(=O)Nc1c(C(=O)Nc2ccccc2)sc2nc3c(cc12)C(OC(=O)CCCC)CCC3 (centres undefined),100,93,77,113,108,86,96,90,79
COc1ccc(-c2nn(-c3cccc(Cl)c3)cc2C2C(C#N)=C(N)Oc3[nH]c(=S)[nH]c(=O)c32)cc1 (centres undefined),80,91,86,84,93,95,78,93,88
COc1cc(C(=O)NNC(=O)c2ccccc2O)cc(OC)c1OC,99,97,62,94,88,102,101,94,94

# Ordered by SMILES length (descending): part of the list above
SMILES,IGROV1,NCI-H226,NCI-H522,NCI-H322M,SK-OV-3,NCI-H460,NCI-H23,COLO 205,NCI/ADR-RES
COc1ccc2c(ccc3c(C(=O)/C=C/c4ccc(N(C)C)cc4OC)cc(C(=O)c4ccc(Br)cc4)n32)c1,103,91,101,96,99,104,107,106,113
O=C1C(=O)c2ccccc2C(O)=C1C1=C(O)c2ccccc2C(=O)C1=O,83,94,98,98,86,105,95,115,91
Cc1ccccc1NC(=S)NC(=O)c1ccccc1,106,100,94,91,99,98,83,92,104

# Going on with the list:
SMILES,IGROV1,NCI-H226,NCI-H522,NCI-H322M,SK-OV-3,NCI-H460,NCI-H23,COLO 205,NCI/ADR-RES
Cc1ccc(-n2cnc3c(=O)[nH]cnc32)cc1,142,109,101,149,113,103,111,105,109
N#C/C(=C\NC(=S)NCc1ccccc1)c1nc2ccccc2s1,70,64,72,88,94,91,88,93,95
Brc1ccc(-c2ccnc3c2c(-c2ccccc2)nn3-c2ccccc2)cc1,107,103,95,101,120,107,105,110,112
CN1C(=O)N(C)C2(c3ccccc3)NN3C(=O)C=C(c4ccccc4)SC3=NC12c1ccccc1 (centres undefined),105,107,95,99,158,88,.,123,117
c1cc(N2CCCCC2)nc(N2CCCCC2)n1,100,96,.,73,110,110,102,108,97
CC[C@H](C)[C@H]1NC(=O)[C@@H]([C@H](O)C(C)C)NC(=O)[C@@H](C)N(C)C(=O)[C@H](C)N(C)C(=O)[C@H](CC(C)C)NC(=O)[C@H](CC(C)C)N(C)C(=O)[C@H](C)N(C)C1=O,11,-6.1*,1.4*,5.7*,-9.1*,1.5*,-2.9*,-8.6*,11
COc1cccc2c(N=NC(=O)c3ccc(S(N)(=O)=O)cc3)c(O)[nH]c12,101,96,87,100,107,104,99,109,105
CCOC(=O)C1=C(C)NC(=S)NC1c1ccc2c(c1)OCO2 (centres undefined),95,99,96,98,98,105,98,116,107
Cc1ccc(NCCNCC(O)CO)c2c(=O)c3ccccc3sc12 (centres undefined),24,.,27,25,32,-66*,30,-87*,27
COC(=O)C(Cc1c[nH]c2ccccc12)NC(=O)C(NC(=O)OC(C)(C)C)C(C)C (centres undefined),94,108,103,87,112,114,108,103,106
O=Cc1c(-c2ccccc2)nc2sc(-c3c[nH]c4ccccc34)nn12,84,67,86,87,94,87,90,98,85
O=C(Nc1ccccc1)OCCNC1CCCCC1,100&68,102&102,89,98&105,104&102,106&105,113&103,107&107,109&105
COc1cc(/C=C2\CN(S(=O)(=O)c3ccccc3)C/C(=C\c3cc(CN4CCOCC4)c(O)c(OC)c3)C2=O)cc(CN2CCOCC2)c1O,103,97,97,98,99,101,101,106,107
C[Si](C)(O)CCl,107,102,91,98,118,112,97,124,.
C[C@H](C(=O)N[C@@H](Cc1ccc(-c2ccc(S(=O)(=O)O)cc2)cc1)C(=O)NC1CC(C)(C)N(C)C(C)(C)C1)c1ccc(-c2ccccc2)c(F)c1,109,95,.,98,84,106,92,101,106
Cc1onc(-c2ccccc2)c1C(=O)N1CCCN2C(=O)c3ccccc3C21 (centres undefined),106,110,98,108,108,115,105,108,109
C/C(=C/c1ccccc1)OC(=O)c1ccccc1,108,102,.,104,113,123,103,109,102
Cc1cccc(Nc2nc(-c3cccs3)cs2)n1,65,78,81,89,98,87,82,94,80
OC1OCC(COc2ccc(Cl)cc2)OC1O (centres undefined),112,101,101,103,115,108,99,130,108
Cc1ccc(CNC(=O)Cc2ccc3c(c2)CN(C2CCC(=O)NC2=O)C3=O)cc1 (centres undefined),2.3*,3.8*,9.7*,16,18,95,66,-12*,-8.4*
Cc1cccc(N2CCN(C(C)(C)C#N)CC2)c1,115,104,148,121,109,118,100,114,109
O=S(=O)(NCCNc1nccc(-c2c(-c3cccc(O)c3)nc3occn23)n1)c1ccccc1,48,104,78,94,97,81,94,35,112
Nc1ccc(S(=O)(=O)c2cc(O)c3ccccc3c2O)cc1,86,91,105,90,97,103,95,92,96
CC(C)N(CCOC(=O)Nc1ccc(Cl)cc1)C(C)C,103,104,101,110,99,108,98,104,106
Nc1cc(Cl)nnc1Cl,88,93,88,121,97,105,96,111,99
Cc1ccc(NC(=O)c2nnn(-c3ccccc3)c2-c2ccco2)cc1,95,86,77,102,103,56,90,99,98
N#C/C(=C/c1c(O)ccc2ccccc12)C(N)=O,93,89,76,107,93,103,87,105,95
Cn1c2ccccc2n2cc(-c3ccc([N+](=O)[O-])cc3)nc12,55,81,75,110,75,86,94,83,91
COc1cc(N(C(C)=O)c2ccc(O)c(C(=O)O)c2)c2ncccc2c1,115,93,92,.,101,.,95,97,102
Cc1ccccc1OCC(O)CN1CCOCC1 (centres undefined),129,113,115,130,115,112,104,101,117
Oc1ccc(O)c(-c2ccccc2)c1,47,55,-68*,43,83,20,63,86,51
C[C@@H]1C[C@H]2C(=O)O[C@@H](C)[C@H](NC(=O)[C@H](Cc3cc(F)cc(F)c3)NC(=O)Nc3ccc(C4CC4)cc3F)C(=O)N3CCC[C@H]3C(=O)N3CCCC[C@H]3C(=O)N[C@@H](C)C(=O)N2C1,28,20,19,45,.,14,29,-33*,15
CC(C)(C)c1cn2cccc(C(=O)N3CCN(CC(=O)Nc4ccc(Cl)cc4C(=O)c4ccccc4Cl)CC3)c2n1,51,72,55,95,91,50,61,54,40
CC(C)N(CCC#N)c1c(N2CCOCC2)ssc1=O,59,97,86,97,94,111,91,106,98
N#CCCOC(=O)c1ccccc1C(=O)O,114,101,107,119,102,105,104,121,106
O=C(O)c1c(CNCc2ccccc2Cl)nc2ccc(Cl)cc2c1-c1ccccc1,87,105,71,116,114,113,75,134,80

# Two entries from above, reformatted:
# Order of values – IGROV1	NCI-H226	NCI-H522	NCI-H322M	SK-OV-3	NCI-H460	NCI-H23	COLO 205	NCI/ADR-RES
COc1ccc(-n2c(SCc3cc(OC)c(OC)c(OC)c3)nc3ccc(C)cc3c2=O)c(OC)c1
    36	.	.	28	45	4.6*	18	-4.2*	1.4*
O=c1[nH]c(=O)c2cc3ccccc3nc2[nH]1
    122	100	124	119	117	111	106	114	106

# Compounds were not picked by outcome; overall some 11% were active at least once.
